PGC1a acetyl inh – lowers PGC1a acetylation signal in U2OS cells; 350,000 compounds, 0.17% hits; AID 651687; inhibition, % at 15.6 µM; AlphaScreen anti-acetyl-lysine; with virally co-expressed GCN5 acetyltransferase;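 active = every replicate shows inhibition of at least 40%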;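 also: 0% = neutral control wells and 100% = positive control wells; some results beyond the cut were filed as inactive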
RAD52 anneal inh – RAD52 (human) annealing inhibition; P43351; recombinant RAD52 DNA annealing, FRET fluorescence; inhibition, % at 18.7 µM; 360,000 compounds, 0.46% hits;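 active = every replicate showing at least 50% inhibition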
Cneo AK release – causes C. neoformans cell lysis. adenylate kinase release luminescence, 4 h; normalised: neutral wells 0, clomiphene wells 100. lysis activity, % at 15 µM. 360,000 compounds, 0.2% hits. AID 651654;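 active = mean lysis activity across replicates of at least 80%, whatever share of replicates individually reach that level; inactive = mean lysis activity below 80%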
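Material: C. neoformans cells | Amount: Yeast cell density of 5 × 10^6 cells/mL | Medium: Fresh YPD growth medium | Dosing: Single dose | Times: Static 4 h at 37 °C with compound, 1 h detection | Detection: AK luminescence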
miR122 inh – blocks miR-122 activity in Huh7 sensor cells. activation (reporter increase), % at 12.5 µM. 340,000 compounds, 0.3% hits. Huh7 miR-122 Renilla luciferase sensor, 48 h; neutral wells = 0, positive control = 100. AID 602342;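 active = mean replicate activation score at least 90 and every replicate individually at or above 90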;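 also: higher luciferase means less miR-122 activity so hits act as miR-122 inhibitors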
RAD54 inh – blocks human RAD54 Holliday junction branch migration; Q92698; FAM/BHQ fluorescence; AID 602329; 360,000 compounds, 0.14% hits; inhibition, % at 10.4 µM;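 active = mean normalized replicate activity at least 40 and at least half of replicates scoring 40 or more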;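 also: 0% = median of neutral control wells and 100% = median of positive control wells; inhibitors cause a drop in the FAM fluorescence signal; in these data hits start at about 50%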
PglD DTNB – inhibitors of Campylobacter jejuni PglD acetyltransferase. purified PglD enzyme, DTNB colorimetric CoA detection. inhibition, % at 12.5 µM. AID 602405. 360,000 compounds, 0.098% hits; in the data active = inhibition above about 16%, passing the limit was not always enough; also: strong numbers were not always called active
ERAP1 HTS inh – blocks human ERAP1 aminopeptidase activity. Q9NZ08. recombinant ERAP1, Leu-AMC fluorescence, 60 min. inhibition, % at 10.7 µM. 340,000 compounds, 0.15% hits. AID 652197;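 active = mean replicate inhibition of at least 30%, or all replicates individually reaching that 30% level; inactive = mean below 30% and not every replicate reaching it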;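 also: 0% = neutral control wells and 100% = L-leucinethiol positive control wells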
Target sequence (Q9NZ08 whole entry, looked up): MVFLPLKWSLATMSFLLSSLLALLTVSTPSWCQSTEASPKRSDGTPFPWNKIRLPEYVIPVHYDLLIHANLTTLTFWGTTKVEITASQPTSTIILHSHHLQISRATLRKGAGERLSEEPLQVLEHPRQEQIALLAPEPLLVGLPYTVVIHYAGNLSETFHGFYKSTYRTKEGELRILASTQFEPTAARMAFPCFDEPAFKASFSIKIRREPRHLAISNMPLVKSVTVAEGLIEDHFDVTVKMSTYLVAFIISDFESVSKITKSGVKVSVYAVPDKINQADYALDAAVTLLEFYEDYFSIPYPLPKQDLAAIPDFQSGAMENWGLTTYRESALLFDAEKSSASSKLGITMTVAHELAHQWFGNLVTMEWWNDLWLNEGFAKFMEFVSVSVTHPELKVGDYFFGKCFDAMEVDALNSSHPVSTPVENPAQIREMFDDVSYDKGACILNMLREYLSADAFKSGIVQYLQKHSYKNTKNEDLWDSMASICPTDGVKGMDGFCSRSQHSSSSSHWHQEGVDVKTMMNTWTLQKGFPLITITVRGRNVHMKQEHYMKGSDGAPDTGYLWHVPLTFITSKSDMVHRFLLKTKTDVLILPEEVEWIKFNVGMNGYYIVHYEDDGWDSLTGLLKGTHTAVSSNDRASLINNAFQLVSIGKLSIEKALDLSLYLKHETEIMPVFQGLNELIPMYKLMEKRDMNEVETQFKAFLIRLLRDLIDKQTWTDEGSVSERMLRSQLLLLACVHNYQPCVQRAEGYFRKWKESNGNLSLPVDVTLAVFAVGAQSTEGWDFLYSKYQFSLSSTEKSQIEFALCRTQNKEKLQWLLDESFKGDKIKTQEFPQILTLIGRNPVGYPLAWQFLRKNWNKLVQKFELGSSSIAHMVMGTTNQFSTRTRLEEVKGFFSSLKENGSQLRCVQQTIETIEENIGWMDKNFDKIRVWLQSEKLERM
E-selectin induc – E-selectin induction on HUVECs; activation, % at 7.58 µM; HUVEC E-selectin immunofluorescence imaging; normalized: neutral wells 0, TNF-alpha wells 100; P16581; AID 686992; 260,000 compounds, 0.37% hits;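 active = mean E-selectin-positive cell signal at least 10% of the positive control, reached in at least 60% of replicates, without over 20% cell loss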;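 also: in these data hits start at about 27%; measured in HUVEC primary endothelial cells; signal is the percent of cells scored E-selectin positive by PE staining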
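Test system: HUVEC; input: 3,000 HUVEC/well; measured by: immunofluorescence imaging; read-out: % PE-positive cells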
An asterisk follows results filed as active; nt = not tested or not shown; & = joins results of further samples; [ ] = another dose, or the depositor's remark.

SMILES | PGC1a acetyl inh | RAD52 anneal inh | Cneo AK release | miR122 inh | RAD54 inh | PglD DTNB | ERAP1 HTS inh | E-selectin induc
CCOC(=O)C1CC(CN2C(=O)c3ccccc3C2=O)OC1=O (configuration not stated) | 3 | -11 | 1 | 0 | 2 | 1 | 3 | 0.1
Nc1ncc(-c2ccccc2)c(-c2ccc(O)cc2O)n1 | -4 | -11 | -1 | 32 | 6 | 6 | -2 | nt
CCCCNC(=O)C1COc2ccccc2O1 (configuration not stated) | -1 | -1 | -1 | -6 | 2 | 4 | 0 | nt
C[C@@H]1CN([C@H](C)CO)S(=O)(=O)c2ccc(C#C[C@@H](C)O)cc2O[C@@H]1CN(C)Cc1ccccn1 | 1 | -7 | -3 | 5[16.7 µM] | 0 | -1 | -1 | 0.3
Cc1noc(C)c1NC(=O)Nc1cccc2c1O[C@H](CN(C)S(=O)(=O)c1cn(C)cn1)[C@@H](C)CN([C@H](C)CO)C2=O | 14&-3 | -1&-9 | -1&1 | -3[16.7 µM] | -1&0 | 5&0 | 1&-2 | -0.1&-1.7
CCOc1ccccc1N(C(=O)c1snc(C(N)=O)c1N)C(C(=O)NC1CCCC1)c1ccco1 (configuration not stated) | -20 | nt | 5 | 5 | -7 | -6 | nt | nt
Cc1ccccc1NC(=O)c1ccc2c(c1)C(=O)N(CC(C)C)C2=O | -11 | -5 | 1 | 3 | 3 | 4 | 1 | 0.6
COc1ccc(N(CC(=O)NC2CCCC2)C(=O)Cn2nnc(-c3ccc(C)cc3)n2)cc1 | 3 | nt | 5 | -2 | 3 | -1 | nt | nt
CCCCN1C(Nc2ccccc2)=NC[C@@H]1Cc1ccccc1 | 4 | -3 | -1 | -3 | -9 | 0 | nt | 0.0
Cc1cc(NC(=NC2CC2)c2ccccc2)n(-c2ccccc2)n1 | -4 | -14 | nt | -1 | nt | nt | -1 | 4.7
Cc1ccccc1-c1cnc2c(c1)C(=O)N([C@@H](C)CO)C[C@H](C)[C@@H](CN(C)CC1CCOCC1)O2 | -3 | -8 | 50 | 2[16.7 µM] | 4 | -1 | 2 | nt
COc1ccc(Br)cc1CNCC1CCCO1 (configuration not stated) | 1 | -4 | -3 | 2 | -4 | 8 | 0 | -0.1
Cc1ccc(S(=O)(=O)N(C)C[C@H]2Oc3ccc(NS(=O)(=O)c4ccc(Cl)cc4)cc3CC(=O)N([C@H](C)CO)C[C@H]2C)cc1 | 0 | 5 | -3 | -4[16.7 µM] | 5 | 2 | -1 | 0.0
CCOc1ccc(C(=S)N2CCN(C)CC2)cc1 | 8 | -13 | nt | 0 | nt | nt | 13 | nt
O=C(NCc1cccnc1)c1ccc(Br)s1 | 0 | -3 | nt | 13 | nt | nt | nt | -0.9
O=C(C[C@H]1C[C@@H]2c3cc(NC(=O)C4CCC4)ccc3O[C@@H]2[C@H](CO)O1)NCC(F)(F)F | 10 | -4 | -8 | -2[16.7 µM] | 1 | 0 | 0 | -0.1
Cc1c(C(Nc2ccccn2)c2ccccc2)c(=O)n(-c2ccccc2)n1C (configuration not stated) | 6 | nt | 10 | 1 | 3 | nt | nt | nt
C[C@@H]1CN([C@@H](C)CO)C(=O)c2cc(-c3ccc(C#N)cc3)cnc2O[C@H]1CN(C)C(=O)Nc1ccc(F)cc1 | 6 | 0 | 1 | 2[16.7 µM] | -9 | -1 | 0 | 0.5
COc1ccccc1-c1ccc2c(c1)O[C@@H](CN(C)CC1CCOCC1)[C@@H](C)CN([C@H](C)CO)S2(=O)=O | -2 | 6 | 0 | -3[16.7 µM] | 2 | 1 | -3 | -0.2
CCOc1ccc(NC(=O)CN(C)C(=O)c2c(C)nn(-c3ccccc3)c2Cl)cc1OCC | nt | -4 | 4 | 0 | -3 | 4 | -1 | -0.2
Cc1cc(C(=O)COC(=O)Cc2ccc(Cl)cc2)c(C)n1C | -8 | -118 | -1 | -8 | 3 | -1 | -3 | 6.5
CO[C@H]1CN(C)C(=O)c2cc(NC(C)=O)ccc2OC[C@H](C)N(CCc2ccccc2)C[C@H]1C | 9 | -15 | 2 | 2[16.7 µM] | -2 | 3 | -3 | -0.2
Cc1cc(C(=O)Nc2ccc(C#N)cc2)on1 | 7 | 2 | -3 | 5 | -1 | 0 | -4 | nt
Cn1c2ccccc2c2c(C(=O)O)cn(C3CCCC3)c(=O)c21 | 6 | -7 | -1 | 1 | -12 | 0 | -2 | 0.7
CSc1nc(C)cc(Oc2ccc(=O)n(C)n2)n1 | -2 | nt | -1 | -9 | -13 | -11 | nt | nt

Next compounds
SMILES | PGC1a acetyl inh | RAD52 anneal inh | Cneo AK release | miR122 inh | RAD54 inh | PglD DTNB | ERAP1 HTS inh | E-selectin induc
CCCC(=O)Nc1ccc2c(c1)C(=O)N(C)[C@H]1CC[C@H](CC(=O)NCC(F)(F)F)O[C@H]1CO2 | -9 | nt | -3 | -10[16.7 µM] | 4 | 1 | nt | 0.0
CN1C[C@H](O)COC[C@H]2O[C@H](CC(=O)NC3CCCC3)CC[C@@H]21 | 3 | 1 | -6 | 3[16.7 µM] | -5 | 6 | 2 | 0.0
COc1ccc(C(=O)N2CCN(c3ccccc3OC)CC2)cc1 | nt | 3 | 2 | -5 | -2 | -5 | nt | -0.4
COc1cccc(-c2ccc(SCC(=O)NC3CCCC3)nn2)c1 | -11 | -12 | 2 | 5 | -11 | -7 | -4 | 0.7
COc1cccc(C#Cc2cnc3c(c2)C(=O)N([C@H](C)CO)C[C@H](C)[C@H](CN(C)C(C)=O)O3)c1 | -8 | 18 | 0 | 54[16.7 µM] | -11 | 1 | 10 | 0.1
COc1ccc(NC(=O)CC2C(=O)N(c3ccc(Cl)cc3)C(=S)N2CCc2ccccn2)cc1 (configuration not stated) | -8 | -31 | 7 | 11 | -4 | -1 | -1 | nt
COc1c(C)cccc1C(=O)Nc1ccc(CN2CCCCC2)cc1 | 16 | nt | 0 | 7 | 1 | -2 | nt | nt
C[C@@H]1CN([C@H](C)CO)C(=O)CCCn2cc(nn2)CO[C@@H]1CN(C)Cc1ccc2c(c1)OCCN2C | 1 | -3 | -3 | -1[16.7 µM] | 3 | 2 | 0 | -0.1
Cn1ccnc1SCC(=O)NCC(=O)Nc1ccc(F)c(F)c1F | nt | -3 | 0 | nt | 4 | -6 | -8 | nt
COc1ccc(O)c(/C=N/NC(=O)c2cc(=O)[nH]c3ccccc23)c1 | 1 | -10 | nt | -2 | nt | nt | nt | 0.5
O=C(C[C@@H]1C[C@H]2c3cc(NC(=O)NC4CCCC4)ccc3O[C@H]2[C@H](CO)O1)NC1CCCC1 | 0 | -3 | 0 | 3[16.7 µM] | -1 | 1 | 1 | -0.6
CCOC(=O)c1c(C)n(C)c2ccc(OC)c(NS(=O)(=O)c3ccc(Cl)s3)c12 | -6 | nt | 1 | 30 | -13 | 1 | nt | nt
CNC[C@@H]1Oc2ccc(NS(=O)(=O)c3cccs3)cc2CC(=O)N([C@@H](C)CO)C[C@@H]1C | 6 | 13 | 3 | -5[16.7 µM] | 0 | 4 | 1 | nt
CCOc1ccc(N2C(=O)/C(=C\c3ccc(O)c(OC)c3)S(=O)(=O)C2c2cccc([N+](=O)[O-])c2)cc1 (configuration not stated) | 6 | -22 | 1 | -13 | 8 | -4 | 5 | 4.3
O=C(C[C@@H]1C=C[C@H](NC(=O)Nc2cc(F)ccc2F)[C@H](CO)O1)NCc1ccc2c(c1)OCO2 | 3 | -18 | 1 | nt | -5 | 2 | -6 | 2.5
Cc1ccccc1Cn1c(NC2CCCC2)nc2c1c(=O)[nH]c(=O)n2C | -8 | 1 | 0 | -8 | -4 | -1 | 0 | 0.2
Cc1nn(-c2ccccc2)c(N)c1C(c1ccc(C(C)C)cc1)c1c(C)nn(-c2ccccc2)c1N | -10 | nt | -1 | -4 | 0 | -6 | nt | nt
CCn1c2ccccc2c2cc(N=C3SC(CC(=O)Nc4ccccc4)C(=O)N3C)ccc21 (configuration not stated) | 55 | nt | -2 | 0 | 4 | -2 | nt | nt
O=C(CN1CCN(CC(=O)Nc2ccccc2F)CC1)Nc1cccc(F)c1 | nt | -10 | 7 | -2 | -9 | -5 | 1 | 0.0
C[C@H](CO)N1C[C@H](C)[C@@H](CN(C)C(=O)CCCN(C)C)OCCCC[C@H](C)Oc2ccc(NC(=O)Cc3ccccc3)cc2C1=O | -15 | 20 | -1 | 1[16.7 µM] | 2 | 4 | 2 | nt
C[C@@H]1CN([C@@H](C)CO)C(=O)c2cc(C#Cc3ccc(F)cc3)cnc2O[C@@H]1CN(C)C | -1 | 47 | 4 | 0[16.7 µM] | 4 | -1 | 1 | nt
O=C(Nc1ccccc1F)N[C@H]1CC[C@H](CC(=O)N2CCCCC2)O[C@H]1CO | 7 | 1 | 73 | nt | 7 | -3 | 6 | -0.3
CC(C)(C)NC(=O)C(c1ccco1)N(C(=O)c1ccc(CN2CCOCC2)o1)c1ccccc1 (configuration not stated) | nt | nt | -3 | 4 | 5 | 1 | nt | nt
Cc1scc(C(=O)N/N=C/c2ccc(OCC(C)C)cc2)c1C | 4 | nt | 5 | 2 | -4 | -1 | nt | nt
CCO[C@@H]1OC(C(=O)N2CCN(Cc3ccccc3)CC2)=C[C@H](c2ccc(C(F)(F)F)cc2)[C@H]1CCCO | -19 | -8 | -6 | 0 | 3 | 7 | 6 | 1.0
CCCCCn1c2c(c(=N)c3ccccc31)CCC2 | 2 | -8 | 6 | -5 | 11 | -5 | 10 | 0.0
O=S(=O)(c1cccc(-c2n[nH]c(=S)n2-c2cccc(C(F)(F)F)c2)c1)N1CCOCC1 | 14 | -1 | 1 | -1 | 2 | -2 | 5 | 0.7

Results in RAD52 anneal inh (three entries from above):
| SMILES | RAD52 anneal inh |
| --- | --- |
| COc1ccc(C(=O)N2CCN(c3ccccc3OC)CC2)cc1 | 3 |
| COc1cccc(-c2ccc(SCC(=O)NC3CCCC3)nn2)c1 | -12 |
| COc1cccc(C#Cc2cnc3c(c2)C(=O)N([C@H](C)CO)C[C@H](C)[C@H](CN(C)C(C)=O)O3)c1 | 18 |

Record cards, as listed above. Values in the order: PGC1a acetyl inh	RAD52 anneal inh	Cneo AK release	miR122 inh	RAD54 inh	PglD DTNB	ERAP1 HTS inh	E-selectin induc
O=C(C[C@@H]1C=C[C@H](NC(=O)Nc2cc(F)ccc2F)[C@H](CO)O1)NCc1ccc2c(c1)OCO2 is listed as 3	-18	1	nt	-5	2	-6	2.5
COc1cccc(C#Cc2cnc3c(c2)C(=O)N([C@H](C)CO)C[C@H](C)[C@H](CN(C)C(C)=O)O3)c1 is listed as -8	18	0	54[16.7 µM]	-11	1	10	0.1

Some of these compounds in order of SMILES length, rising.
SMILES | PGC1a acetyl inh | RAD52 anneal inh | Cneo AK release | miR122 inh | RAD54 inh | PglD DTNB | ERAP1 HTS inh | E-selectin induc
COc1ccc(C(=O)N2CCN(c3ccccc3OC)CC2)cc1 | nt | 3 | 2 | -5 | -2 | -5 | nt | -0.4
Cn1ccnc1SCC(=O)NCC(=O)Nc1ccc(F)c(F)c1F | nt | -3 | 0 | nt | 4 | -6 | -8 | nt
COc1ccc(O)c(/C=N/NC(=O)c2cc(=O)[nH]c3ccccc23)c1 | 1 | -10 | nt | -2 | nt | nt | nt | 0.5
O=S(=O)(c1cccc(-c2n[nH]c(=S)n2-c2cccc(C(F)(F)F)c2)c1)N1CCOCC1 | 14 | -1 | 1 | -1 | 2 | -2 | 5 | 0.7
C[C@@H]1CN([C@@H](C)CO)C(=O)c2cc(C#Cc3ccc(F)cc3)cnc2O[C@@H]1CN(C)C | -1 | 47 | 4 | 0[16.7 µM] | 4 | -1 | 1 | nt
O=C(C[C@@H]1C=C[C@H](NC(=O)Nc2cc(F)ccc2F)[C@H](CO)O1)NCc1ccc2c(c1)OCO2 | 3 | -18 | 1 | nt | -5 | 2 | -6 | 2.5
COc1cccc(C#Cc2cnc3c(c2)C(=O)N([C@H](C)CO)C[C@H](C)[C@H](CN(C)C(C)=O)O3)c1 | -8 | 18 | 0 | 54[16.7 µM] | -11 | 1 | 10 | 0.1
